Platelet DG rel – inhibitors of platelet dense granule secretion, primary screen, cell-based, MLPCN, human platelets; human platelet-rich plasma, SFLLRN dense granule ATP release, luminescence; inhibition, %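 (compounds screened at 7.5 µM in platelet-rich plasma)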; 300,000 compounds, 0.22% hits; AID 1663, 2009;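 active = mean replicate score, as percent of positive control, at or above 50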
RGS4 inh – RGS4 inhibitors, primary screen, cell-based, HEK293 M3R inducible RGS4, calcium flux | B-score at 10 µM | Regulator of G-protein signaling 4 (Homo sapiens), P49798 | AID 463165, 2010 | Fluo-4 calcium flux; active compounds read high; triggered by carbachol at its EC20 | 310,000 compounds, 0.45% hits;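 active = B-score, a plate-corrected calcium signal, over three deviations above library mean, with baseline fluorescence within five deviations of library mean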;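 also: RGS4 expression induced by doxycycline in cells with stable M3 receptor; B-score is computed from the integrated fluorescence ratio over baseline after carbachol; higher B-score means a larger calcium signal and so more RGS4 inhibition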
Target sequence (P49798 whole entry, looked up): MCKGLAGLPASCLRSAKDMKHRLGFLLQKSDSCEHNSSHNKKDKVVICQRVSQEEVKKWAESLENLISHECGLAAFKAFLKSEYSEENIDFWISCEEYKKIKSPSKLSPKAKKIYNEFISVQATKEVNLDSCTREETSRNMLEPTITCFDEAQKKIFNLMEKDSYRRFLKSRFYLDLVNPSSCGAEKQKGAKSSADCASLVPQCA
HIF activator – HIF pathway transcriptional activators, primary screen, cell-based, U2OS HRE-luciferase, luminescence. U2OS HRE-luciferase reporter; normalized: DMSO 0%, desferrioxamine 100%. activation, % at 7.5 µM (by protocol). 300,000 compounds, 0.32% hits. AID 1910, 2009;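 active = mean activation of at least 10% of the iron chelator positive control signal, with at least half of replicates also reaching 10%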
SKKanGAS inh – S. pyogenes SKKanGAS growth inhibitors in kanamycin, primary screen, streptokinase expression inhibitor project, SKKanGAS strain, BacTiter-Glo luminescence; 6 h; inhibition, % at 7.5 µM; 300,000 compounds, 1.3% hits; AID 1662, 2009;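 active = mean replicate score, as percent of positive control median, at least 50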;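 also: strain carries kanamycin resistance gene driven by streptokinase promoter and grows in 40 µg/ml kanamycin; loss of luminescence reflects streptokinase promoter inhibition or plain growth inhibition; 0% = median of DMSO wells and 100% = positive control at its reference dose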
MrgX1 agonist – agonists of human MrgX1 receptor, primary screen, HEK293 cells, Fluo-4 calcium flux; B-score at 10 µM; 310,000 compounds, 0.44% hits; Fluo-4 calcium fluorescence, agonist mode; active compounds read high; AID 588627, 2011;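 active = calcium response B-score plate-corrected fluorescence ratio at least 3 library SD, with starting fluorescence B-score inside 5 SD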
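Material: MrgX1-expressing HEK293 cells; input: 15,000 cells per well; doses: test compound given as first of three sequential additions; schedule: overnight plating before 1 h dye loading; technique: Fluo-4 NW calcium-flux fluorescence, kinetic read; evaluation: baseline-normalised fluorescence change ratio, B-scored; control set: plate-wise positive and negative controls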
RGS4 pot – RGS4 potentiators or activators, primary screen, cell-based, HEK293 M3R inducible RGS4, calcium flux; carbachol calcium flux Fluo4; active compounds read low; B-score at 10 µM; 310,000 compounds, 0.92% hits; AID 463111, 2010;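 active = B-score of the integrated calcium signal more than 4 SD below the library mean, with starting fluorescence not abnormally high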;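 also: negative B-score means reduced calcium response which marks RGS4 activation or potentiation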
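Assay system: Inducible-RGS4 HEK293 cells carrying M3 receptor | Schedule: Compound preincubation 20 min at room temperature before agonist | Signal: Kinetic calcium fluorescence imaging with Fluo4-AM dye, 2 µM | Read-out basis: B score from integrated fluorescence ratio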
MrgX1 allo act – positive allosteric modulators of MrgX1, primary screen, HEK293 cells, Fluo-4 calcium flux; B-score at 10 µM; 310,000 compounds, 0.63% hits; Mas-related G-protein coupled receptor member X1 (Homo sapiens), Q96LB2; FDSS; active compounds read high;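 active = plate-corrected calcium response at least 3 library SD above typical, normal starting fluorescence, not activating the receptor alone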;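 also: compound read alongside a low EC10 to EC30 dose of BAM8-22 agonist; peak minus trough fluorescence over baseline measured at the second addition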
TRPC4 block – inhibitors of mouse TRPC4 channel, primary screen, Fluo4 calcium, HEK293 TRPC4beta/mu-opioid cells; Short transient receptor potential channel 4 (Mus musculus), Q9QUQ5; DAMGO-evoked Fluo4 calcium flux; active compounds read low; B-score at 10 µM; 300,000 compounds, 0.39% hits;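 active = B-score over 3 SD under the library average, no early fluorescence shift, positive overall ratio signal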
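test system = HEK293 cells with stable TRPC4beta plus mu-opioid receptor expression | detection = Fluo4 Ca2+ flux fluorescence | read-out = integrated fluorescence ratio relative to baseline, converted to per-well B score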
TRPC6 inh – mouse TRPC6 channel inhibitors, primary screen, cell-based, HEK293, membrane potential dye; B-score at 10 µM; 310,000 compounds, 1.1% hits; ACh-evoked depolarization; active compounds read low; Short transient receptor potential channel 6 (Mus musculus), Q61143; AID 2553, 2010;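 active = B-score under library mean minus 3 SD, initial fluorescence not abnormally high, positive integrated signal ratio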;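 also: B-score derived from integrated fluorescence ratio over the kinetic read; more negative B-score means stronger inhibition of depolarization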
Target sequence (Q61143 whole entry, looked up): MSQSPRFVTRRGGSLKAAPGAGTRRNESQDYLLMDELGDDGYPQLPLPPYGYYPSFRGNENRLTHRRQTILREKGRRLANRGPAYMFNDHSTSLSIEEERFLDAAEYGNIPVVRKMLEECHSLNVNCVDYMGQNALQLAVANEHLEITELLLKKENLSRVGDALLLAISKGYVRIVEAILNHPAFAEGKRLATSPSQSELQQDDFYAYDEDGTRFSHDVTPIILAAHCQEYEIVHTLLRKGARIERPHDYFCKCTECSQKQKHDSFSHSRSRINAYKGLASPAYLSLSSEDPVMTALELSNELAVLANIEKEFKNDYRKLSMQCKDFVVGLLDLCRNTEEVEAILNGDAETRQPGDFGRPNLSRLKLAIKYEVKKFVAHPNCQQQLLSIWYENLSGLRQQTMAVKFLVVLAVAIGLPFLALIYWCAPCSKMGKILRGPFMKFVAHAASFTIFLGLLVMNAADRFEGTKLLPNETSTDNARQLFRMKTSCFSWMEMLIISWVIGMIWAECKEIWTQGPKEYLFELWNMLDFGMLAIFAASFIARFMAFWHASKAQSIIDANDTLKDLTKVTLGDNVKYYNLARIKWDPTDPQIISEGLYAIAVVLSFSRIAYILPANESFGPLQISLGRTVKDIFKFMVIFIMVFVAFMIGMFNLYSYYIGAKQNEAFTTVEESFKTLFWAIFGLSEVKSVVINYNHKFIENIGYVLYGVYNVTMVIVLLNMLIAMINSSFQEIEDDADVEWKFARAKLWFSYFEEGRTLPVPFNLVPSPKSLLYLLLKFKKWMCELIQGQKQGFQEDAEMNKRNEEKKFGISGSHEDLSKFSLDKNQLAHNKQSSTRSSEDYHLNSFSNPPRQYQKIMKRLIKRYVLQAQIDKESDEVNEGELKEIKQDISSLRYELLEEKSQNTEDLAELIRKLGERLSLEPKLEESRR
MrgX1 antag – antagonists of human MrgX1 receptor, primary screen, HEK293 cells, Fluo-4 calcium flux | 310,000 compounds, 1.3% hits | AID 588676, 2011 | B-score at 10 µM | BAM8-22 antagonism; active compounds read low | Mas-related G-protein coupled receptor member X1 (Homo sapiens), Q96LB2;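 active = calcium-response B-score plate-corrected more than 3 library SD below zero, starting fluorescence within 5 deviations, no agonist response on first addition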;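 also: peak minus trough fluorescence over baseline after final BAM8-22 challenge near maximal dose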
TRPC6 act – mouse TRPC6 channel activators, primary screen, cell-based, HEK293, membrane potential dye | AID 2550, 2010 | 310,000 compounds, 0.13% hits | HEK293-TRPC6 membrane potential dye fluorescence; active compounds read high | B-score at 10 µM;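 active = B-score of the integrated fluorescence ratio above library mean plus 3 SD, and starting fluorescence ratio within library mean plus 5 SD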;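 also: higher score means more depolarization so channel activation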
Active calls of the source: *; i = inactive; . = not tested or not shown.

SMILES	Platelet DG rel	RGS4 inh	HIF activator	SKKanGAS inh	MrgX1 agonist	RGS4 pot	MrgX1 allo act	TRPC4 block	TRPC6 inh	MrgX1 antag	TRPC6 act
COc1ccc(NC(=O)COC(=O)C2CC(=O)N(Cc3ccc(C)cc3)C2)cc1 (centres undefined)	-0.3	i	-0.4	-2.7	i	i	i	i	i	i	i
COc1cc(NC(=O)CCCNC(=O)Cn2cnc3sc(C)c(C)c3c2=O)cc(OC)c1OC	-2.7	i	0.5	-0.6	i	i	i	i	i	i	i
O=C1CSC(c2cn(-c3ccccc3)nc2-c2ccccc2)N1Cc1ccco1 (centres undefined)	7.5	i	-0.6	-0.2	i	i	i	i	i	i	i
O=C(NCCc1ccco1)c1cc(COc2cccc(C(F)(F)F)c2)on1	5.2	i	-0.3	1.1	i	i	i	i	i	i	i
COc1ccc(C(C)=O)cc1CSCC(=O)O	0.3	i	0.4	-2.2	i	i	i	.	i	i	i
CCCCc1nc2cc(Cl)ccc2o1	-0.8	i	-0.4	0.5	i	i	i	i	i	i	i
O=C(CSc1nnc(C2COc3ccccc3O2)o1)N1CCCCC1 (centres undefined)	3.6	i	0.9	-3.5	i	i	i	i	i	i	i
Cc1sc2nc(SC(C)C)nc(N)c2c1C	-1.1	i	-0.2	17.3	i	i	i	i	i	i	i
CN1C(=O)c2c(sc3c2CCCC3)NC1c1ccccc1O (centres undefined)	2.4	i	1.2	20.0	i	i	i	i	i	i	i
O=C(NNC(=O)c1ccccc1[N+](=O)[O-])c1ccccc1[N+](=O)[O-]	.	i	.	.	i	i	i	i	i	i	i
N#C/C(=C\c1ccccc1)C(=O)N1CCC(C(N)=O)CC1	-1.1	i	-2.2	5.6	i	i	i	i	i	i	i
COc1ccccc1NC(=O)C(=O)N(c1cccnc1)C(C(=O)NC(C)(C)C)c1ccccc1F (centres undefined)	38.1	i	3.0	-2.9	i	i	i	i	i	i	i
COc1ccc(CCNC(=O)CSc2nc3[nH]ncc3c(=O)[nH]2)cc1OC	2.4	i	0.3	3.2	i	i	i	i	i	i	i
COc1ccc(CN=C(Nc2ccccc2)SC2CC(=O)NC2=O)cc1 (centres undefined)	6.6	i	0.1	-3.6	i	i	i	i	i	i	i
CCCCNC(=O)CN(CCc1ccccc1)S(C)(=O)=O	-3.1	i	0.1	-11.1	i	i	i	i	i	i	i
O=C(COc1ncnc2ccccc12)N1CCN(c2ccccc2)CC1	-3.7	i	-1.3	-0.9	i	i	i	i	i	i	i
O=C(CCN1C(=O)C2C3C=CC(C3)C2C1=O)Nc1nccs1 (centres undefined)	-23.5	i	0.2	0.4	i	i	i	i	i	i	i
NS(=O)(=O)c1ccc(NC(=O)CSC2CCCCC2)cc1	-0.2	i	0.8	-0.8	i	i	i	i	i	i	i
Cc1cc(C(=O)Nc2cccc3ccccc23)n(-c2ccccc2)n1	5.0	i	0.1	-4.4	i	i	i	i	i	i	i
CC(=O)Nc1sc2c(c1C(N)=O)CCN(Cc1ccccc1)C2	-1.1	i	0.5	-11.9	i	i	i	i	i	i	i
Cc1cc(=O)[nH]c(N/N=C/c2ccc(O)c(O)c2)n1	-4.6	i	-34.4	6.5	i	i	i	i	i	i	i
Cc1cn(CC2COC(C)(C)O2)c(=O)[nH]c1=O (centres undefined)	7.2	i	0.4	2.4	i	i	i	i	i	i	i
COc1ccccc1N1CCN(S(=O)(=O)c2ccc(-n3cnnn3)cc2)CC1	-0.1	i	-0.4	-10.7	i	i	i	i	i	i	i
Cc1ccc(S(=O)(=O)N2CCCC(C(=O)NCc3ccc4c(c3)OCO4)C2)cc1 (centres undefined)	-3.2	i	-1.0	-5.8	i	i	i	i	i	i	i
CCOC(=O)Cn1c(CN(Cc2ccccc2)Cc2ccccc2)nc2c1c(=O)n(C)c(=O)n2C	3.3	i	-0.2	1.7	i	i	i	i	i	i	i
Cc1cccc(C)c1-n1cccc1/C=C1/C(=N)N2C(=NC1=O)SN=C2S(C)(=O)=O	-1.0	i	-0.1	39.7	i	-7.86*	i	i	i	i	i
COc1ccccc1N1CCN(C2CCCN(C(=O)CCc3c(C)noc3C)C2)CC1 (centres undefined)	-9.1	i	-0.6	-6.0	i	i	i	i	i	i	i
CCn1cc(C(=O)NCC2COc3ccccc3O2)c2cc(OC)c(OC)cc2c1=O (centres undefined)	-1.2	i	-0.4	-9.7	i	i	i	i	i	i	i
Cc1cccc(NC(=O)c2cccc(N3C(=O)C4C5C=CC(C6CC56)C4C3=O)c2)c1 (centres undefined)	-7.2	i	0.2	-2.5	i	i	i	i	i	i	i
O=C1C(c2ccccc2)=[N+]([O-])c2ccccc21	7.2	i	0.6	-2.4	i	i	i	i	i	i	i

Two neighbouring records already listed:
SMILES	Platelet DG rel	RGS4 inh	HIF activator	SKKanGAS inh	MrgX1 agonist	RGS4 pot	MrgX1 allo act	TRPC4 block	TRPC6 inh	MrgX1 antag	TRPC6 act
Cc1cc(=O)[nH]c(N/N=C/c2ccc(O)c(O)c2)n1	-4.6	i	-34.4	6.5	i	i	i	i	i	i	i
Cc1cn(CC2COC(C)(C)O2)c(=O)[nH]c1=O (centres undefined)	7.2	i	0.4	2.4	i	i	i	i	i	i	i

Carrying on.
SMILES	Platelet DG rel	RGS4 inh	HIF activator	SKKanGAS inh	MrgX1 agonist	RGS4 pot	MrgX1 allo act	TRPC4 block	TRPC6 inh	MrgX1 antag	TRPC6 act
COc1ccc2c(CC(=O)N[C@@H](Cc3ccccc3)C(=O)O)cc(=O)oc2c1	-4.4	i	-1.3	-2.7	i	i	i	i	i	i	i
O=C(c1ccco1)N1CCN(Cc2cccnc2)CC1	2.4	i	-1.7	1.9	i	i	i	i	i	i	i
O=c1nc2ccccc2c2n1CC(CN1CCN(c3cccc(Cl)c3)CC1)N2 (centres undefined)	-11.0	i	-0.2	-5.4	i	i	i	i	i	i	i
CN(C)c1c([N+](=O)[O-])cc2[nH]c(=O)[nH]c2c1[N+](=O)[O-]	-0.6	i	-0.1	-3.9	i	i	i	i	i	i	i
Cc1oc(-c2ccc(Cl)cc2)nc1CS(=O)CC(=O)NC1CCCCC1 (centres undefined)	-4.8	i	0.5	-1.5	i	i	i	i	i	i	i
COc1cc2cc(C(=O)N/N=C/c3cccc(OC)c3OC)[nH]c2cc1OC	7.8	i	0.2	2.9	i	i	i	i	i	i	i
COc1cc(Cl)c(C)cc1NC(=O)CSC	-11.3	i	-0.2	-11.9	i	i	i	i	i	i	i
COc1ccc(S(=O)(=O)N2CCC(C(=O)N(CC(C)C)C3CCS(=O)(=O)C3)CC2)cc1OC (centres undefined)	-1.6	i	-0.3	-2.6	i	i	i	i	i	i	i
COc1ccc(/C=N/n2c(SC)nnc2-c2ccccc2)cc1C	-0.5	i	1.0	5.1	i	i	i	i	i	i	i
O=C(NCc1cccs1)c1cc2c(s1)-c1ccccc1OC2	-20.9	i	2.7	6.1	i	i	i	i	i	i	i
CCOC(=O)c1c(NC(=S)NC(=O)/C=C/c2cccs2)sc(C)c1C	1.4	i	0.3	1.9	i	i	i	i	i	i	i
CCOc1ccccc1NC(=O)c1ccc2c(=O)n3c(nc2c1)CCCCC3	-0.9	i	-0.1	-2.5	i	i	i	i	i	i	i
COc1ccc(NC(=O)CCC2CCCC2)cc1OC	3.3	i	0.3	0.9	i	i	i	i	i	i	i
Cc1nn(-c2ccccc2)c(/N=C/c2ccc(O)cc2)c1-c1ccccc1	-19.5	i	1.9	-4.9	i	i	i	i	i	i	i
N/C(=N\OC(=O)c1ccccc1)c1ccccn1	15.2	i	-0.7	2.8	i	i	i	i	i	i	i
CCOCCCNC(=O)C1CCN(S(=O)(=O)c2c(C)noc2/C=C\c2ccc(OC)cc2)CC1	-2.5	i	-0.6	-2.0	i	i	i	i	i	i	i
Cc1nc2ccccc2nc1N/N=C/c1ccc(O)cc1	3.9	i	1.6	1.0	i	i	i	i	i	i	i
CCn1c(=O)c2c(nc3n2CCCN3c2cccc(C)c2)n(C)c1=O	0.7	i	-0.1	7.6	i	i	i	i	i	i	i
Nc1cc(N)nc(SCC(=O)Nc2ccc3c(c2)OCO3)n1	-5.9	i	0.4	-0.5	i	i	i	i	i	i	i
CC(C)C(NC(=O)CNC(=O)OC(C)(C)C)C(=O)NCc1ccccc1 (centres undefined)	8.6	i	1.1	2.4	i	i	i	i	i	i	i
CCC(=O)NC(Nc1sc2c(c1C(=O)OC)CCCC2)(C(F)(F)F)C(F)(F)F	0.5	i	0.0	4.4	i	i	i	i	i	i	i
CC1Oc2ccccc2C=C1/C=N/NC(=O)[C@@H](C)NC(=O)OC(C)(C)C (some centres undefined)	.	i	.	-4.5	i	i	i	i	i	i	i
C=CCNC(=O)CN1N=C(c2ccc(C)cc2)CCC1=O	-3.0	i	-0.2	-2.3	i	i	i	i	i	i	i
O=c1cc(CSc2ccc(Cl)cc2)nc(-c2ccncc2)[nH]1	-2.9	i	-0.2	2.9	i	i	i	i	i	i	i
CC(=O)c1ccc(NC(=S)N2CCCC(C(F)(F)F)C2)cc1 (centres undefined)	-2.3	i	-1.0	-3.8	i	i	i	i	i	i	i
Cc1[nH]n(-c2ccc([N+](=O)[O-])cc2)c(=O)c1/C=N/N1CCOCC1	0.7	i	1.5	.	i	i	i	i	i	i	i
Cc1onc(-c2ccccc2Cl)c1C(=O)Nc1nnc(-c2ccc(Cl)cc2Cl)s1	-1.3	i	0.2	38.7	i	i	i	i	i	i	i
O=C(/C=C/c1ccco1)Nc1sc2c(c1C(=O)O)CCC2	1.0	i	0.3	4.7	i	i	i	i	i	i	i
O=C(CCN1C(=O)c2ccccc2C1=O)NCc1ccncc1	-6.4	i	-0.3	-1.4	i	i	i	i	i	i	i

Assay outcomes: PubChem BioAssay, several laboratories
